Screening data deposited in PubChem by The Scripps Research Institute Molecular Screening Center.
MITF primary = inhibitors of human MITF; AlphaScreen MITF homodimerization, bead proximity signal; inhibition, % at 2.6 µM; 650,000 compounds, 0.91% hits; in the data active = inhibition above about 50%;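 also: 0% = vehicle wells with protein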
Target sequence (O75030 whole entry, looked up): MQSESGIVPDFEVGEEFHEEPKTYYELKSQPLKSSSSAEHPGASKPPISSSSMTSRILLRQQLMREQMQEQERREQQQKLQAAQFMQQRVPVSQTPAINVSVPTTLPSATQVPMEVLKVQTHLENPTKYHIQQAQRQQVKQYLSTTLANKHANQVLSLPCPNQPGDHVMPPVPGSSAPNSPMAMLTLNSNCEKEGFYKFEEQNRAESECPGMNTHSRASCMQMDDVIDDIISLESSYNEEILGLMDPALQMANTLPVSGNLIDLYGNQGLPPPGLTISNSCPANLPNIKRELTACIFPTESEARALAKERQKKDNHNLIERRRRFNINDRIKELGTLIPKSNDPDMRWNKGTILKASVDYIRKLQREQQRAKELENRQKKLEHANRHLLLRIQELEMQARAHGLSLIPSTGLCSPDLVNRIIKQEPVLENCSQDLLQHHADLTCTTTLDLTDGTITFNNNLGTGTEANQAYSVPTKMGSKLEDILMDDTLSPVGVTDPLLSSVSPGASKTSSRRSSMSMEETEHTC
FBW7 activator = human FBW7 E3 ligase activation, primary screen. 650,000 compounds, 0.13% hits. AlphaScreen FBW7–phospho-cyclin E peptide binding, activator screen. Q969H0. normalized activity (activation), % at 26.1 µM. AID 1259310; in the data active = normalized activity above about 1.9%;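 also: purified mutant Fbw7 with reduced substrate affinity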
TEAD-YAP inh = TEAD-YAP interaction inhibition; HEK-TIYL cells, TEAD-Gal4/YAP UAS-luciferase luminescence; inhibition, % at 9.12 µM; 640,000 compounds, 1.4% hits; AID 1259422; in the data active = inhibition above about 32%;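 also: 0% = median of test compound wells and 100% = reference inhibitor wells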
GPR151 ag = human GPR151 activation. PathHunter beta-arrestin GPR151 cells, luminescence. activation, % at 11.2 µM. 650,000 compounds, 1% hits. AID 1508602; in the data active = activation above about 4.9%;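 also: 0% = median of compound wells and 100% = cells with positive control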
Target sequence (Q8TDV0 whole entry, looked up): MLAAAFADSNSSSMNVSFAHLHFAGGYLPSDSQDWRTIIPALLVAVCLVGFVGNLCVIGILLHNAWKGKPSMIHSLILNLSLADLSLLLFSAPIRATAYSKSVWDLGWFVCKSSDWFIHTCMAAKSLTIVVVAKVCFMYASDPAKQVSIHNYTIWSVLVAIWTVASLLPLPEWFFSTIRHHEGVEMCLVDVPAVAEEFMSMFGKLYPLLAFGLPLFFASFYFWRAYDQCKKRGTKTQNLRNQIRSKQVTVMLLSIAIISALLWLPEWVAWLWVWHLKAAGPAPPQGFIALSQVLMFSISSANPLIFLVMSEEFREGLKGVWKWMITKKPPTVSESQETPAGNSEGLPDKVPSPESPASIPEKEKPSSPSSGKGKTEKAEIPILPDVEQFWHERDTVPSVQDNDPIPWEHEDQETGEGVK
* marks the source's active call; other numbers are inactive results; x = no result given.

SMILES | MITF primary | FBW7 activator | TEAD-YAP inh | GPR151 ag
O=C1c2ccc(-c3nc4ccc(Cl)cc4c(=O)o3)cc2C(=O)N1CC1CCCO1 (stereo unspecified) | -11 | 0.7 | 3 | -0.7
COC(=O)C1=C(O)/C(=C\c2cc(C)n(-c3ccc(Cl)c(Cl)c3)c2C)N=C1C | 11 | 0.1 | -2 | -1.4
CCOC(=O)c1c(C)oc2ccc(NS(=O)(=O)c3cccc([N+](=O)[O-])c3)cc12 | 5 | -0.3 | -5 | 2.5
COc1ccc(OC)c(NC(=O)CSc2nc3cc(OC)c(OC)cc3cc2C#N)c1 | 7 | 0.2 | -17 | -0.3
CC(C)c1ccccc1NC(=O)c1cc(-c2ccc(Cl)cc2)nc2ccccc12 | 5 | -0.1 | -15 | 0.3
CCCCCNC(=O)c1nnn(-c2cccc(C(F)(F)F)c2)c1N | 11 | 0.2 | 5 | -1.1
CC(C)CC(NC(N)=O)C(=O)NNC(=O)C1CC1 (stereo unspecified) | -10 | 0.1 | -4 | -1.2
O=C(CCc1ccccc1)OCC(=O)c1ccc[nH]1 | 0 | 0.0 | -11 | -1.6
COCCN1CCc2nc(SCC(=O)Nc3ccc(C)c(Cl)c3)[nH]c(=O)c2C1 | -8 | -0.1 | 0 | -2.9
O=C(COC(=O)/C=C/c1ccco1)Nc1ccc(F)c(F)c1 | -8 | -0.1 | -1 | 0.7
CC(=O)N1CCN(Cc2ccc3c(c2)CN(C(=O)CCC2CCCC2)CCO3)CC1 | -8 | -0.1 | 2 | -0.7
O=C(/C=C/c1ccc(O)cc1)C1C(=O)c2ccccc2C1=O | -6 | -0.2 | -2 | -0.3

Single records (already shown). Order of values: MITF primary | FBW7 activator | TEAD-YAP inh | GPR151 ag
`CC(C)CC(NC(N)=O)C(=O)NNC(=O)C1CC1` (stereo unspecified) across the screens: -10 | 0.1 | -4 | -1.2
`CCCCCNC(=O)c1nnn(-c2cccc(C(F)(F)F)c2)c1N` across the screens: 11 | 0.2 | 5 | -1.1
`CC(=O)N1CCN(Cc2ccc3c(c2)CN(C(=O)CCC2CCCC2)CCO3)CC1` across the screens: -8 | -0.1 | 2 | -0.7
`O=C1c2ccc(-c3nc4ccc(Cl)cc4c(=O)o3)cc2C(=O)N1CC1CCCO1` (stereo unspecified) across the screens: -11 | 0.7 | 3 | -0.7

The list goes on:
SMILES | MITF primary | FBW7 activator | TEAD-YAP inh | GPR151 ag
NCCNC(=O)c1c(O)c2cccc3c2n(c1=O)CCC3 | 5 | -0.3 | 5 | -0.8
CC(C)(C)C(=O)Nc1ccccc1 | 4 | x | x | -1.8
CS(=O)(=O)/N=C(\NC#N)c1ccccc1 | 10 | 0.0 | 3 | 2.0
Cc1cc(=O)n(C(NC(=O)c2ccccc2)C(Cl)(Cl)Cl)cn1 (stereo unspecified) | 14 | 1.0 | -4 | 0.0
C/C(Cn1nnc([N+](=O)[O-])n1)=N\NC(=O)Cc1ccc(F)cc1 | 9 | 0.3 | 6 | 0.6
CN1[C@@H](C(=O)Nc2ccc3c(c2)OCO3)C[C@@H](c2ccc(F)cc2)NS1(=O)=O | 12 | 0.1 | 3 | -0.2
COC(=O)c1ccccc1NC(=O)c1ccc(N2CC3CC(C2)c2cccc(=O)n2C3)c(NC(=O)c2cccc(C(F)(F)F)c2)c1 (stereo unspecified) | 19 | 0.2 | 7 | 2.2
CC(NC(=O)CN(c1cccc(Cl)c1)S(C)(=O)=O)c1ccccc1 (stereo unspecified) | 4 | 0.2 | 6 | -1.5
Cc1ccc(NC(=O)c2ccoc2C)cc1C | 20 | 0.7 | -40 | -8.3
CC(=O)NC1=NC(=O)/C(=C\c2ccc(-c3ccccc3[N+](=O)[O-])o2)S1 | 14 | 0.0 | -5 | 0.5
O=C(CNCCN1CCCCC1)N(c1ccccc1)c1ccccc1 | 14 | -0.3 | 1 | 0.4
CCCCn1nnc(NC(=O)c2cccc([N+](=O)[O-])c2)n1 | 2 | 0.0 | 1 | 4.2
COc1ccc(OCC(=O)Nc2ccccc2C(=O)Nc2ccccc2)cc1 | -2 | -1.0 | -10 | 2.7
COc1cc(N=C(C)c2c(C)[nH]n(-c3nc4ccccc4s3)c2=O)cc(OC)c1 | 4 | 0.3 | -8 | -9.7
CCOc1ccc(CN2CCN(S(=O)(=O)CC)CC2)cc1 | 42 | -0.1 | 0 | -0.5
CSCCOC(=O)C1=C(C)NC(=O)NC1c1ccc(C)c([N+](=O)[O-])c1 (stereo unspecified) | 5 | -0.1 | 8 | 1.8
Cc1c(CNC2CCCC2)c(C(=O)O)c(C)n1Cc1ccc(Cl)cc1 | 13 | 0.1 | -4 | 0.5
CCOc1ccccc1CN1CCNC(=O)C1CC(=O)N1CCOCC1 (stereo unspecified) | 15 | 0.2 | -4 | 1.8
CCCn1c(=O)c2c(nc3n(-c4cccc(Cl)c4)c(C)cn23)n(C)c1=O | 6 | 0.3 | -2 | -0.5
C=CCn1c(SCC(=O)NC(C)(C#N)C(C)C)nc2scc(-c3ccco3)c2c1=O (stereo unspecified) | 6 | -0.2 | -5 | -0.7
O=c1c(Nc2ccc(Cl)cc2F)c(-c2ccccc2)c1=O | 10 | 0.3 | 4 | -0.8
CCCCN(C)S(=O)(=O)c1cc(C(=O)Nc2ccc(Cl)c(Cl)c2)ccc1F | 1 | -0.3 | 16 | 0.1
CC1CCC2C(=O)N(c3ccc(NC4CCCCNC4=O)c([N+](=O)[O-])c3)C(=O)C2C1 (stereo unspecified) | 4 | -0.1 | 1 | 1.1
CCOC(=O)c1c(NC(=O)c2ccccc2OCC)sc2c1CCC(CC)C2 (stereo unspecified) | 5 | 0.1 | -3 | 0.6

A different layout for some results above.
Results follow in this order: MITF primary | FBW7 activator | TEAD-YAP inh | GPR151 ag
- CC(C)c1ccccc1NC(=O)c1cc(-c2ccc(Cl)cc2)nc2ccccc12
    5 | -0.1 | -15 | 0.3
- CC(C)CC(NC(N)=O)C(=O)NNC(=O)C1CC1 (stereo unspecified)
    -10 | 0.1 | -4 | -1.2
- C/C(Cn1nnc([N+](=O)[O-])n1)=N\NC(=O)Cc1ccc(F)cc1
    9 | 0.3 | 6 | 0.6
- COc1ccc(OCC(=O)Nc2ccccc2C(=O)Nc2ccccc2)cc1
    -2 | -1.0 | -10 | 2.7

Three structures out of the list, sorted by molecular weight, high to low.
SMILES | MITF primary | FBW7 activator | TEAD-YAP inh | GPR151 ag
CC1CCC2C(=O)N(c3ccc(NC4CCCCNC4=O)c([N+](=O)[O-])c3)C(=O)C2C1 (stereo unspecified) | 4 | -0.1 | 1 | 1.1
CCOC(=O)c1c(NC(=O)c2ccccc2OCC)sc2c1CCC(CC)C2 (stereo unspecified) | 5 | 0.1 | -3 | 0.6
CCOc1ccc(CN2CCN(S(=O)(=O)CC)CC2)cc1 | 42 | -0.1 | 0 | -0.5

Returning to the listing, starting 3 compounds before the break.
SMILES | MITF primary | FBW7 activator | TEAD-YAP inh | GPR151 ag
CCCCN(C)S(=O)(=O)c1cc(C(=O)Nc2ccc(Cl)c(Cl)c2)ccc1F | 1 | -0.3 | 16 | 0.1
CC1CCC2C(=O)N(c3ccc(NC4CCCCNC4=O)c([N+](=O)[O-])c3)C(=O)C2C1 (stereo unspecified) | 4 | -0.1 | 1 | 1.1
CCOC(=O)c1c(NC(=O)c2ccccc2OCC)sc2c1CCC(CC)C2 (stereo unspecified) | 5 | 0.1 | -3 | 0.6
COc1ccc(C2CC(=O)C3=C(C2)Nc2ccccc2NC3c2ccccc2C)cc1 (stereo unspecified) | 3 | 0.0 | -3 | -0.3
CCCOc1c(OC)cccc1C1CC(=O)Nc2cc3c(cc21)OCCO3 (stereo unspecified) | 0 | -0.1 | 3 | 0.3
Cc1nc(Nc2nc(CSc3nc4ccccc4s3)cc(=O)[nH]2)nc2ccccc12 | -5 | 0.0 | 4 | 1.6
COc1ccc2c(c1)C(=O)NC2CC(=O)N1CCCC1c1nc2ccccc2[nH]1 (stereo unspecified) | 12 | 0.1 | -1 | 1.2
CCCNc1nc(Nc2cccc(N(C)C)c2)nc2nc[nH]c12 | 18 | 0.1 | 1 | 0.9
O=C(Nc1ccc(F)cc1)c1ccccc1Cl | 14 | 0.8 | -26 | -0.8
S=c1[nH]nc(CN2CCSCC2)n1-c1cccc(Cl)c1 | 62* | -0.7 | -7 | -0.2
COC(=O)C[N+]1=C(C)Nc2ccc(Br)cc2C1c1ccccc1 (stereo unspecified) | 0 | -0.1 | -3 | -0.5
CC1CC(C)CN(C(=O)c2c[nH]c3ccc(S(=O)(=O)N4CCOCC4)cc3c2=O)C1 (stereo unspecified) | 10 | -0.1 | 4 | 1.2
CN(Cc1ccccc1)C(=O)c1cc(-c2ccc3c(c2)OCO3)on1 | -7 | -0.1 | -12 | 0.4
CC(C)(C)OC(=O)NCC(=O)Oc1ccc2c3c(c(=O)oc2c1)CCCC3 | 8 | 0.1 | 14 | 0.0
O=C(O)c1ccc(/C=C/c2cc(=O)c3ccccc3[nH]2)cc1 | -3 | 0.1 | 6 | -3.6
COc1cc(C(=S)N2CCCC2)ccc1OCc1ccccc1Cl | 0 | -0.2 | -20 | 0.8
CCCCOc1ccc(S(=O)(=O)N2CCSC2c2ccc(OC)c(Br)c2)cc1 (stereo unspecified) | -9 | -0.1 | 3 | 0.3
COc1ccccc1-c1cc(NC(=O)Nc2ccc(Cl)cc2)n[nH]1 | -2 | -0.1 | -27 | 0.3
CCOC(=O)c1c[nH]c2c(c1=O)C(=O)CC(C)(C)C2 | 3 | 0.0 | -1 | 1.5
CC(=O)c1cccc(NC(=O)Nc2cccc([N+](=O)[O-])c2C)c1 | 21 | -0.1 | 4 | 1.1
CCc1cccc(C)c1NC(=O)CN(c1ccc(F)c(Cl)c1)S(C)(=O)=O | -4 | 0.0 | 2 | 0.2
CCN1CCCC1CNC(=O)c1cc(Nc2ccccc2OC)nc2ccccc12 (stereo unspecified) | -10 | 0.2 | 1 | 0.7
OCc1nc2ccccc2n1Cc1cccc(Cl)c1 | -1 | -0.1 | -8 | 1.2
CCOC(=O)c1ccc(CN(Cc2ccc(Cl)cc2Cl)S(=O)(=O)c2cccc(C(F)(F)F)c2)cc1 | 17 | 0.1 | 9 | -0.8
CC(C)C(NC(=O)/C(=C/c1ccc2c(c1)OCO2)NC(=O)c1ccco1)C(=O)O (stereo unspecified) | 16 | 0.1 | -2 | 1.9
CC(NC(=O)c1ccco1)C(c1cccs1)N1CCOCC1 (stereo unspecified) | 12 | -0.1 | 4 | 0.6
Cc1nc2ccc([N+](=O)[O-])cc2c(=O)n1Cc1ccc(F)cc1 | 3 | 0.0 | -9 | 0.7
c1cncc(CNc2ccnc(Nc3cnccn3)n2)c1 | 4 | 0.6 | -5 | 0.6
Cc1cc2c(N3CCN(c4ccc(F)cc4)CC3)ncnc2s1 | 0 | -0.1 | 17 | 0.6
Cc1ccc(NC(=O)Cn2ncc3c2-c2ccccc2OC3)c(Cl)c1 | 11 | 0.3 | 3 | 0.2
O=C(NCCN1CCOCC1)c1ccnc(N2CCCC2CO)c1 (stereo unspecified) | 3 | 0.1 | 4 | 0.8
COC(=O)c1ccc(CN2CCN(CCN3C(=O)C4C5C=CC(C5)C4C3=O)CC2)cc1 (stereo unspecified) | -18 | 0.3 | 3 | 0.0
CCCSc1nc2sc3c(c2c(=O)n1Cc1ccccc1)CC(C)(C)OC3 | 14 | 0.5 | -14 | -0.9
Cc1cc(NC(=O)c2ccc([N+](=O)[O-])cc2)ccc1Br | -11 | 0.1 | -84 | 1.1
CCc1ccc(CNCc2c(C(=O)O)[nH]c3cc(C)ccc23)cc1 | 7 | 0.5 | -1 | 0.2
CCCc1sc(NC(=O)c2ccc(C)cc2)c(C(=O)O)c1C | 14 | 0.7 | 52* | -0.9
CCOc1ccccc1N(C)C(=O)c1cc(S(=O)(=O)N2CCCc3ccccc32)ccc1F | 10 | -0.1 | 1 | 1.0
Cc1ccc(NC(=O)COC(=O)CCC(=O)N2CCC(c3ccccc3)=N2)cc1C | -5 | 0.0 | -15 | 4.6
COc1cccc2cc(C(=O)Nc3ccccc3F)/c(=N/c3sc4c(c3C(N)=O)CCCC4)oc12 | 0 | -0.1 | -18 | -0.3
O=C1CC(c2ccccc2C(F)(F)F)C2=C(CC(c3ccc(F)cc3)CC2=O)N1 (stereo unspecified) | -9 | -0.3 | -8 | 0.7
CC(C)C1=NN2C(=N)/C(=C/c3ccc(-c4cccc(Cl)c4)o3)C(=O)N=C2S1 | 11 | 0.0 | 2 | -0.1
O=[N+]([O-])c1cccc(S(=O)(=O)NCCCN2CCOCC2)c1 | -17 | -0.1 | -1 | -0.3
O=C(NCC1CCCO1)C1CCN(S(=O)(=O)c2ccc(F)cc2)CC1 (stereo unspecified) | -5 | 0.3 | 11 | 0.5
Cc1ccc(NC(=O)CSc2nc(C(F)(F)F)cc(=O)[nH]2)cc1 | 5 | -0.1 | -1 | 0.6
